Mtb RmlCD inh = inhibitors of Mycobacterium tuberculosis RmlC and RmlD coupled enzymes. hit rate 0.03% among 160,000. P9WH09+P9WH11. RmlC+RmlD coupled enzyme assay, percent inhibition; primary screen in compound mixtures. inhibition, % at 3.6 µM; in the data active means inhibition mostly above about 34%, no sharp cut-off; inconclusive means no clear call, values can overlap the other calls; inactive means mostly below about 22%; further: some results filed as inactive read as strong as hits
Target sequence (P9WH09 whole entry, looked up): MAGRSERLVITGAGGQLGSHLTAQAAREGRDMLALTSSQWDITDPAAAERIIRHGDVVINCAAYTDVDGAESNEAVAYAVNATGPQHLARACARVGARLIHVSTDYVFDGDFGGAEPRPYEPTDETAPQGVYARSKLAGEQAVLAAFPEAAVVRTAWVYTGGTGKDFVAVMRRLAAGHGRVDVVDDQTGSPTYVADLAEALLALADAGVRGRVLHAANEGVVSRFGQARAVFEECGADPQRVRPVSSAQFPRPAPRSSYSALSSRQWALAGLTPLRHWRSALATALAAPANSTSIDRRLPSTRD
Target sequence (P9WH11 whole entry, looked up): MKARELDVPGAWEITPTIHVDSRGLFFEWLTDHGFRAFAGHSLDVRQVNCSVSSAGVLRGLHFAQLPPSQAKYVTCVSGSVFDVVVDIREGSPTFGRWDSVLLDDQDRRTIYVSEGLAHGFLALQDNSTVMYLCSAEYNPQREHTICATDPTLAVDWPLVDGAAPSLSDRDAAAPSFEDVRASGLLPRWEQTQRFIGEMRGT
M. tuberculosis GlmU = inhibition of mycobacterial GlmU enzyme – biochemical, glucosamine-1-phosphate acetyltransferase (AID 1376). M. tuberculosis GlmU acetyltransferase enzyme assay; higher % means a stronger effect. inhibition, %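 (tested at 30 µM in the primary screen)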; hits with a dose series show IC50 in µM. hit rate 0.25% among 220,000; in the data active means inhibition above about 13%; inconclusive means no clear call, values can overlap the other calls;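 further: 0% = complete reaction with vehicle and 100% = reaction without substrate; strong numbers were not always called active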
Active calls of the source: *; ? = inconclusive; . = no result given. Some of the compounds tested; the hit share may differ from the screen's.

SMILES	Mtb RmlCD inh	M. tuberculosis GlmU
Cc1ccc(Cn2nnc3c(=O)[nH]c(C4CCN(S(=O)(=O)c5cc(C)ccc5C)CC4)nc32)cc1	0.7	23.1%
NC12CCc3c(no[n+]3[O-])C1(O)CC(c1ccccc1)=[N+]2[O-] (stereo unspecified)	9.7	-6.2%
COc1ccc(-c2ccc(C)cc2)cc1[C@H]1[C@@H]2C=CCC[C@@]2(C)C(=O)N1Cc1ccccc1	.	-1.0%
C=CCc1ccc(OCC(O)CN2CCC(Cc3ccccc3)CC2)c(OC)c1 (stereo unspecified)	-17.4	-6.7%
Cc1cc(CSc2ccccc2)ccc1NC(=O)c1cccc([N+](=O)[O-])c1	-12.7	2.1%
C/C(=N\N1C(=O)c2ccccc2NC1c1ccco1)c1ccccc1O (stereo unspecified)	5.8	-5.3%
Clc1ccc(OCC#CCN2CCCCCC2)cc1	.	-2.5%
Cc1cc(Oc2ncccc2[N+](=O)[O-])c2cc(Cl)ccc2n1	.	2.9%
COc1ccc(CCNC(=S)NC(=O)c2ccccc2)cc1OC	.	1.1%
CC(=O)C1C(=O)c2c(cccc2[N+](=O)[O-])C1=Nc1ccc(S(N)(=O)=O)cc1 (stereo unspecified)	.	6.8%
COCCNCC(=O)Nc1ccccc1Sc1ccccc1	17.9	-1.1%
CC(=O)N1CCN(C(=S)Nc2ccc(SC(F)F)cc2)CC1	3.2	1.3%

The list goes on; the last 3 above are carried over.
SMILES	Mtb RmlCD inh	M. tuberculosis GlmU
CC(=O)C1C(=O)c2c(cccc2[N+](=O)[O-])C1=Nc1ccc(S(N)(=O)=O)cc1 (stereo unspecified)	.	6.8%
COCCNCC(=O)Nc1ccccc1Sc1ccccc1	17.9	-1.1%
CC(=O)N1CCN(C(=S)Nc2ccc(SC(F)F)cc2)CC1	3.2	1.3%
O=S(=O)(c1cc(Cl)sc1Cl)N1CCCC1	-9.6	-0.5%
CCOC(=O)/C=c1\s/c(=C\c2c(OCC)ccc3ccccc23)c(=O)n1CC(=O)NCC1CCCO1 (stereo unspecified)	7.9	1.7%
Cc1cccc(C)c1NC(=O)COn1nnc2ccc(C(F)(F)F)cc21	.	-2.6%
O=C(Cn1ccc(C(F)(F)F)n1)N=Nc1c(O)[nH]c2ccccc12	.	5.1%
COCCNC(=S)N/N=C(\C)c1ccccc1O	-1.7	6.6%
Cc1nnc(Nc2ccc(Cl)cc2)s1	13.3	-1.5%
O=C(Cn1cc(C(=O)c2ccco2)c2ccccc21)Nc1ccccc1F	9.2	1.2%
Cc1cc(C)nc(/N=C(\N)Nc2ccc(C(C)C)cc2)n1	.	3.1%
O=C(NN=C1CCC(c2ccccc2)CC1)c1cc2c(s1)CCCC2 (stereo unspecified)	-5.5	0.9%
c1ccc(COc2ccc(OCCOCCn3cncn3)cc2)cc1	8.2	2.6%
COc1ccccc1CNC(=O)[C@@H]1CCCN1C(=O)C1CCN(S(=O)(=O)c2ccc(C)cc2)CC1	4.0	2.1%
C=CCn1c(Cc2cccs2)nnc1SCC(=O)Nc1cc(OC)cc(OC)c1	-11.2	0.4%
COC(=O)c1ccc(NC(=O)c2cn(-c3cccc(C)n3)cn2)cc1	.	-0.2%
COc1ccc(N2CCN(C(C)C(=O)Nc3nnc(C)s3)CC2)cc1 (stereo unspecified)	3.4	1.6%
O=C(c1cccc(Oc2ccccc2)c1)N1CCN(c2ccccn2)CC1	26.8	-2.1%
CC(C)c1ccc(N=C2NN=C(c3cccs3)CS2)cc1	-1.1	-4.8%
COc1cccc(CNC(=O)CCC2CCCN(C3CCOCC3)C2)c1 (stereo unspecified)	-9.4	0.7%
O=C(C1CCN(S(=O)(=O)N2CCOCC2)CC1)N1CCN(c2ccccc2F)CC1	9.6	-0.3%
CS(=O)(=O)N(C(=O)NC(=O)NC12CC3CC(CC(C3)C1)C2)C1CCCCC1	7.3	6.1%
CN1CCN(C(=O)C2=C[C@@H](c3ccc(C(F)(F)F)cc3)C[C@@H](OCc3ccc(CO)cc3)O2)CC1	.	2.1%
COCCn1c(C)nc2oc3ccc(Br)cc3c(=O)c2c1=O	.	-2.8%
CC(CC(=O)N1CCN(c2ccccc2)CC1)c1ccccc1 (stereo unspecified)	-3.7	0.3%
Cc1nc(C(=O)NC2CCCCC2)sc1C1(C)CC(c2cccnc2)=NO1 (stereo unspecified)	.	-1.8%
CCOCCCNC(=O)CCC(=O)NNc1nc2ccccc2c2nc(C)nn12	-8.7	6.2%
COc1ccc(OC)c(N/C(=N/C(=S)Nc2ccccc2)Nc2nc(C)cc(C)n2)c1	-6.3	-5.6%
O=C(O)c1ccc(N/N=C/c2cccc3nccnc23)cc1	16.5	0.3%
Cc1nc(C(=O)Nc2ccc(Cl)cc2)sc1C1(C)CC(c2ccccc2)=NO1 (stereo unspecified)	.	-0.5%
CC12COC3(P(=O)(c4ccccc4)c4ccccc4)CC1CCC23CP(=O)(c1ccccc1)c1ccccc1 (stereo unspecified)	6.5	3.0%
COc1ccc(C(=O)NCC(c2ccc(F)cc2)N2CCOCC2)cc1S(=O)(=O)N1CCCC1 (stereo unspecified)	.	-4.6%
Oc1cccc2ccc[n+](CC(O)Cn3c4ccccc4c4ccccc43)c12 (stereo unspecified)	-3.5	-3.5%
COc1ccc(Nc2nnc(-c3ccc(N4CCOCC4)c([N+](=O)[O-])c3)c3ccccc23)cc1	-4.8	3.7%
COC(=O)c1c(NC(C)=O)sc(C(=O)Nc2ccccc2OC)c1C	0.9	-4.0%
O=C(c1cc2cc([N+](=O)[O-])ccc2oc1=O)N1CCN(C2CCCCC2)CC1	5.6	0.1%
N#C/C(=C\c1cccnc1)c1ccc(Br)cc1	.	5.9%
Cc1c(N)cccc1-n1cnnn1	11.8	-2.7%
CCOC(=O)C1CCCN(C(=O)C(C)Oc2ccc(Cl)cc2Cl)C1 (stereo unspecified)	11.0	-1.2%
O=C(CCS(=O)(=O)Cc1ccccc1F)N1CCc2ccccc2C1	?	.
Cc1noc(C)c1C(=O)N1CCc2ccccc2C1	.	-0.7%
Cc1cc(-n2c(C)cc(C(=O)CSc3nnnn3-c3ccccc3)c2C)no1	.	8.8%
CCCCn1nc(C(=O)OCC(=O)Nc2sccc2C(N)=O)c2ccccc2c1=O	15.2	2.8%
CCC(C)(C)NC(=O)C(c1ccc(C)cc1)N(CC1CCCO1)C(=O)CNC(=O)c1cccs1 (stereo unspecified)	11.3	-2.9%
CCOC(=O)C1CCCN(C(=O)c2ccc(Cl)cc2)C1 (stereo unspecified)	4.6	-0.5%
O=C(NCCC1=CCCCC1)N[C@@H](Cc1ccccc1)C(=O)O	.	7.3%
COc1ccc(CCNc2cc(C)nc3c(-c4ccc(Cl)cc4)cnn23)cc1OC	78.8	-0.1%
O=C(Nc1cccc(Cl)c1)OC1CN2CCC1CC2 (stereo unspecified)	.	-7.2%
CC1=CC(C)C2(COC(=O)Nc3ccccc3)COC(C)C1C2C (stereo unspecified)	10.1	-4.0%
Cc1nc(-c2cccc(Cl)c2)n[nH]1	3.5	6.1%
COc1cc(S(=O)(=O)Nc2ccc(C)cc2)ccc1N=Cc1c(C)c(C#N)c(=O)n(C)c1O	8.7	3.7%
CC(C)COc1ccc(-c2cc(C(=O)NN)[nH]n2)cc1	4.9	-4.3%
Cc1ccc(C)c(NC(=S)N(C2CCCCC2)C(C)c2cccnc2)c1 (stereo unspecified)	10.0	-3.5%
Cc1onc(-c2ccccc2)c1C(=O)Nc1nc(-c2ccccc2)cs1	4.9	-6.1%
C=CCOC(=O)C1=C[C@@H](c2ccc(Br)cc2)C[C@@H](OCCCCO)O1	.	1.4%
O=C(CCCN1C(=O)/C(=C\c2cccc(Br)c2)SC1=S)Nc1cccnc1	.	-10.1%
COc1cccc(N2CCN(Cc3ccc(Cl)cc3)CC2)c1	10.2	6.4%
Cc1cccc(OCC(=O)N/N=C/c2cc([N+](=O)[O-])ccc2N2CCOCC2)c1	6.7	1.3%
Fc1ccc(NC(=S)N2CCc3ccccc3C2)c(F)c1	-11.7	4.2%
CCOc1cc(/C=N\NC(=O)CC(=O)NCCc2ccccc2)ccc1O	-13.3	2.9%
COc1ccc(S(=O)(=O)Nc2cccnc2)cc1	.	0.3%
COc1ccc(N2C(=O)C(CC(=O)O)S/C2=C\C(C)=O)cc1 (stereo unspecified)	.	1.6%
COc1ccc(Cc2nnc(SCC(=O)Nc3nc(C)cs3)o2)cc1	-7.2	3.6%

Later entries:
SMILES	Mtb RmlCD inh	M. tuberculosis GlmU
O=c1[nH][nH]c2nc(C(F)(F)F)cc(C(F)(F)F)c12	-1.3	3.4%
CC(C)CCNC(=O)c1onc(CSc2ccc(Cl)cc2)c1C(=O)NCCC(C)C	6.0	4.2%
COc1cc(C)ccc1OCCOCCOc1ccccc1[N+](=O)[O-]	.	1.8%
CCOC(=O)CCNC(=O)N1CCCC(CNS(=O)(=O)c2cccs2)C1 (stereo unspecified)	12.6	-2.5%
O=C(Nc1ccccc1-c1nnn(CC(=O)N2CCCc3ccccc32)n1)c1ccc(Cl)cc1	.	-2.3%
N/C(CCN1CCOCC1)=N/O	.	8.3%
O=C(c1cc2ccccc2o1)N1CCN=C1SCc1cccnc1	.	2.6%
Cc1cc(C(=O)NC(C)c2ccc3c(c2)OCO3)cs1 (stereo unspecified)	.	4.0%
CC(C)C[C@H](N)c1nnc(SCc2ccc(Cl)cc2)o1	.	-3.0%
CCCOc1ccc(/C=C/C(=O)Nc2ccc([N+](=O)[O-])cc2C)cc1	19.0	3.4%
COc1cc(C(=O)NC2CCCCC2)ccc1OCc1ccc(Cl)cc1Cl	1.5	1.5%
CC(C)C(=O)NC(=S)Nc1ccccc1C(F)(F)F	7.6	6.4%
CC(=O)C1=C(O)C(=O)N(c2nnn(C)n2)C1c1cccs1 (stereo unspecified)	5.8	5.0%
CCCCCOc1ccc(C(=O)C(c2ccccc2)N2CCOCC2)cc1 (stereo unspecified)	.	4.4%
CCCCOC(=S)NC(=O)c1sc2ccccc2c1Cl	90.5	-1.1%
Cc1cc(C)n2c(SCC(=O)Nc3c(C)n(C)n(-c4ccccc4)c3=O)nnc2n1	0.3	-0.1%
CCOCCOC(=O)C1=C(C)N(C)C(=O)NC1c1ccccc1Cl (stereo unspecified)	-5.6	1.3%
CC1CCCC(N2C(=O)NC(NC(=O)c3ccco3)(C(F)(F)F)C2=O)C1C (stereo unspecified)	8.3	-4.0%
CCOc1ccccc1CSc1nc2ccccc2[nH]1	-8.2	0.0%
CCc1c(C)sc(NC(=O)c2cc(CC(C)C)on2)c1C#N	-2.2	3.3%
Cc1cccnc1NC(=O)NC(=O)c1ccc(C(C)(C)C)s1	9.5	3.2%
O=C(COC(=O)c1cc(-c2cccs2)nc2ccccc12)NCc1ccco1	.	-2.7%
CCCCOc1ccc(C(=O)N2CCCC2C(=O)O)cc1 (stereo unspecified)	-8.8	-2.8%
COCc1cc(=O)n2[nH]c(-c3ccco3)cc2n1	-7.2	1.7%

Six entries out of the list, arranged by SMILES length, lowest first.
SMILES	Mtb RmlCD inh	M. tuberculosis GlmU
CCOc1ccccc1CSc1nc2ccccc2[nH]1	-8.2	0.0%
CCCCOc1ccc(C(=O)N2CCCC2C(=O)O)cc1 (stereo unspecified)	-8.8	-2.8%
Cc1cccnc1NC(=O)NC(=O)c1ccc(C(C)(C)C)s1	9.5	3.2%
CC(=O)C1=C(O)C(=O)N(c2nnn(C)n2)C1c1cccs1 (stereo unspecified)	5.8	5.0%
CC1CCCC(N2C(=O)NC(NC(=O)c3ccco3)(C(F)(F)F)C2=O)C1C (stereo unspecified)	8.3	-4.0%
Cc1cc(C)n2c(SCC(=O)Nc3c(C)n(C)n(-c4ccccc4)c3=O)nnc2n1	0.3	-0.1%

The results go on.
SMILES	Mtb RmlCD inh	M. tuberculosis GlmU
O=C(Nc1nccs1)c1cn(-c2ccccc2)nc1-c1ccncc1	-10.6	0.6%
O=c1oc(-c2ccccc2)nc2c1cnn2-c1ccccc1	.	1.1%
Cc1cc(Br)ccc1NC(=O)CN1C(=S)NC(C)(C)CC1C (stereo unspecified)	.	5.6%
O=C(c1ccccc1F)N1CCN(S(=O)(=O)c2ccc(S(=O)(=O)N3CCCCCC3)cc2)CC1	.	-2.0%
Cc1sc(NC(=O)c2ccco2)c(C(c2cccnc2)N2CCCC2)c1C (stereo unspecified)	5.9	3.0%
COc1ccc(OC)c(Nc2nc(N)nc(-c3cc4ccccc4o3)n2)c1	-11.6	-2.1%
COc1cccc(NC(=O)Cn2c(=O)c3c(ncn3Cc3ccccc3)n(Cc3ccccc3)c2=O)c1	.	-6.8%
CCOC(=O)c1cc(C#N)c(N2CCCC2)nc1-c1ccccc1	-4.2	0.7%
Cc1c(Cl)c(C(=O)N2CCCC2)nn1C	-10.9	4.9%
COc1ccc(-n2c(C)cc(C(=O)C[N+]34CCN(CC3)CC4)c2C)cc1	6.1	0.3%
Cc1ccc(NC(=S)NCCN(C2CCCCC2)C2CCCC2)cc1	-3.0	3.0%
CCCCN(C)C(=O)C1CCN(C/C(C)=C/c2ccccc2)CC1	15.8	-0.1%
CCOc1ccccc1NC(=O)C1=C(C)NC(=S)NC1c1cccs1 (stereo unspecified)	-9.7	3.6%
COc1ccc(C(C)=O)cc1CC(C(=O)c1ccc(Br)cc1)N(C)C (stereo unspecified)	.	-5.4%
CS(=O)c1ccccc1-c1nc(-c2ccc(Cl)cc2)no1 (stereo unspecified)	5.6	-3.5%
CC(=O)n1cc(-c2ccncc2)c2ccccc21	7.4	4.2%
Cc1cc(NC(=O)CSc2nc3c(sc4ccccc43)c(=O)n2CCCN2CCOCC2)n[nH]1	.	2.3%
CC(=O)c1cnc(Nc2cccc(C)c2)s1	6.5	1.2%
COc1ccc(-c2cc(C(=O)N3CCCc4ccccc43)no2)cc1	3.0	.
COc1ccc(C(=O)N2CCc3ccccc32)cc1	.	5.9%
